LDHA block: blocks human lactate dehydrogenase A | P00338 | purified LDHA, NADH/diaphorase-resazurin fluorescence; hits give low values | activity change, % (values are at about 110 or 230 µM) | 480,000 tested, 0.15% active | AID 1347041; in the data active = activity change below about -30%; inconclusive = mostly about -25% to -30%;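 also: plate controls were DMSO wells for no effect and wells without enzyme for full effect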
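Remaining NADH was detected by diaphorase (0.133 mg/mL) converting 37 µM resazurin to fluorescent resorufin, read at 0 and 20 minutes. The preceding 5-minute room-temperature reaction used 2 nM LDHA, 0.2 mM sodium pyruvate and 0.06 mM NADH at pH 7.4.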
Starred values were filed as active, the others as inactive; u = inconclusive.

LDHA block	compound
7	COc1cc(Cl)c(NCC(=O)NC(C)(C#N)C(C)C)cc1OC (stereo not drawn)
1	Cc1c(C(=O)C(=O)Nc2cccc(F)c2)c2ccccc2n1C
7	Cc1ccc(NCCC(=O)c2cc3ccccc3o2)cc1Br
-10	COc1ccc(NC(=O)Cn2ccn(-c3ccc(OC)cc3)c2=O)cc1
0	Cc1cc(C)cc(C(=O)C(C#N)C(=O)c2cccs2)c1 (stereo not drawn)
1	Cc1cc2c3c(c1)c(-c1ccc([N+](=O)[O-])cc1)cn3C(C)(C)CC2C (stereo not drawn)
-17	CC(=O)Nc1cccc(NC(=O)CC2(Cc3nc4ccccc4s3)CCCC2)c1
0	Cc1cc(CN2CCN(C(=O)NC(C)Cn3cccn3)CC2)no1 (stereo not drawn)

4 entries from above, ordered by SMILES length, lowest first:
LDHA block	compound
7	Cc1ccc(NCCC(=O)c2cc3ccccc3o2)cc1Br
0	Cc1cc(CN2CCN(C(=O)NC(C)Cn3cccn3)CC2)no1 (stereo not drawn)
-10	COc1ccc(NC(=O)Cn2ccn(-c3ccc(OC)cc3)c2=O)cc1
-17	CC(=O)Nc1cccc(NC(=O)CC2(Cc3nc4ccccc4s3)CCCC2)c1

(continued)
LDHA block	compound
1	O=C(CCc1ccccc1)Nc1cnc2ccccc2c1
-10	Cn1c(=O)ccn(CC(=O)Nc2nc(C3CC3)cs2)c1=O
-2	O=C(Nc1ccc(Cl)cc1)NC1CCSc2ccccc21 (stereo not drawn)
3	Nc1ccc(C(=O)c2ccc(Cl)cc2)cc1
7	CSc1ccc(-c2nc3cnccn3c2NC2CCCCC2)cc1
11	O=C(NCCc1cccnc1)c1ccc(Cl)cc1Cl
-3	Cc1ccc(S(=O)(=O)N(C)CCc2noc(-c3ccccc3Cl)n2)c2nsnc12
1	Cc1cccc(Oc2nc(-c3ccncc3)nc3ccccc23)c1C
-4	CCC1c2ccsc2CCN1C(=O)/C=C/c1sccc1C (stereo not drawn)
1	CCC(C)c1ccc(OCC(=O)Nc2ccc(OC)cc2)c(-n2cnnc2)c1 (stereo not drawn)
0	Cc1cc(C)c(C(=O)COC(=O)c2cccc(C)c2C)c(C)c1
3	O=Cc1cccc(OCc2ccc(Br)cc2)c1
1	CC(C)(C)NC(=O)c1ccccc1-c1ccccc1C(=O)NC(C)(C)C
4	CCOC(=O)[C@]12CCC=C1N(CCC1=CCCCC1)C(=O)[C@H](CC(=O)N1CCOCC1)C2
-2	COc1cccc2ccn(CC(=O)NC(C)c3ccccc3)c12 (stereo not drawn)
5	CCCCNC(=O)Cn1c(=O)c2c(ncn2CC(C)C)n(CC(C)C)c1=O
-12	CCc1ccc(C(=O)COC(=O)/C(=C\c2ccccc2)NC(C)=O)cc1
10	CCOC(=O)c1cnc2ccc(C(=O)OC)cc2c1Nc1cc(C)ccc1OC
-9	N#CC(CC(=O)N1CCCC1)(CC(=O)N1CCCC1)c1nc2ccccc2s1
-3	Clc1cccc(CSc2nc3ncccc3[nH]2)c1
-1	CCOC(=O)[C@]12CCC=C1N(Cc1ccc3c(c1)OCO3)C(=O)[C@H](CC(=O)N1CCCCC1)C2
-6	Cc1[nH]c2ccccc2c1C(=O)C(=O)N(C)Cc1ccccc1
-3	CCOC(=O)C1C(=O)C=C(c2ccc(C)cc2)CC1c1ccc(Cl)cc1 (stereo not drawn)
5	CC1CCN(CC(C)OC(=O)c2cccs2)CC1 (stereo not drawn)
5	COC(=O)CSc1nc2c(c(=O)n(C)c(=O)n2C)n1Cc1ccccc1Cl
-6	COc1ccc(C(=O)N(Cc2c(F)cccc2Cl)c2ccccn2)cc1
0	O=C(CC1CC2CCC1C2)NCC12CC3CC(CC(C3)C1)C2 (stereo not drawn)
0	Cc1cc(NC(=O)C(C)Oc2ccc3ccc(=O)oc3c2)no1 (stereo not drawn)
0	CC(C)c1nnc2ccc(SCC(=O)O)nn12
-2	O=C(CCC1CCCC1)NCc1ccc(CN2CCCC2)cc1
-2	Fc1ccccc1NC(=S)NCCC(c1ccccc1)c1ccccc1
0	COc1ccc(OCC(O)Cn2c(NCCc3ccccc3)nc3c2c(=O)n(C)c(=O)n3C)cc1 (stereo not drawn)
-4	Cc1ccc(-c2cnc(SCC(=O)Nc3cc(F)ccc3C)o2)cc1C
0	Cc1cc2oc(=O)cc(COC(=O)c3cc(S(=O)(=O)N(C)C)ccc3NCCO)c2cc1C
9	Cc1ccc(COC(=O)c2cc(=O)c3ccccc3o2)cc1
-7	C=CCn1c(SCc2coc(-c3cccc(Cl)c3)n2)nnc1C1CCS(=O)(=O)C1 (stereo not drawn)
-3	C=CCc1cc(/C=C2\NC(=O)NC2=O)cc(OCC)c1OCc1ccc(F)cc1
5	O=C(c1cccc(C(F)(F)F)c1)N1CCN(C(=O)C2CC=CCC2)CC1 (stereo not drawn)
10	Cc1nc2ccc(C(=O)N3CCN(C(=O)C4CC4)CC3)cc2nc1C
-1	Cc1ccc2oc(-c3cc(NC(=O)c4cccc(Cl)c4)ccc3O)nc2c1
4	Cn1nc(C(=O)OCC(=O)NCC2CCCO2)c2ccccc2c1=O (stereo not drawn)
-2	O=C1c2ccccc2-c2ccccc21
2	Nc1nc(CN2CCN(C(=O)c3ccc(OC(F)F)cc3)CC2)nc2ccccc12
1	CC(C)NS(=O)(=O)c1cccc(C(=O)N2CCCC2c2ccc3c(c2)OCCO3)c1 (stereo not drawn)
-13	CCOc1ccccc1Nc1nc2ccccc2nc1NS(=O)(=O)c1ccc(F)cc1
5	Cc1c(O)ccc2c(CN3CCN(Cc4cccc(C(F)(F)F)c4)CC3)cc(=O)oc12
4	CC(Sc1ccccc1Cl)C(=O)O (stereo not drawn)
0	N#Cc1cccc(C(=O)C(=O)N2CCN(C(=O)OCc3ccccc3)CC2)c1
2	Fc1cccc(COc2ccc(-c3nnco3)cc2)c1F
-2	Cn1c(C(=O)NCCNC(=O)c2ccccc2F)cc2ccccc21
-5	CCOC(=O)c1cnc2c(Cl)cccc2c1Nc1ccccc1OCC
-2	CCOC(=O)CCCN1CCC(CO)CC1
1	CCOc1ccc(Nc2oc(COc3ccc(Cl)cc3)nc2C#N)cc1
-8	Cc1ccc(Nc2nc(C(N)=O)c(NC(=O)CC34CC5CC(CC(C5)C3)C4)s2)cc1
13	COc1ccc(C(=O)Oc2ccccc2OC)cc1Br
3	COC(=O)C1CCCCN1S(=O)(=O)c1cc(C)ccc1F (stereo not drawn)

(continued)
LDHA block	compound
5	CN(C)CCCN(C(=O)COc1ccccc1)c1nc2ccc(Br)cc2s1
2	N#Cc1nc(-c2ccccc2)cc(-c2ccccc2)n1
-1	C=CCC1(O)CC(C)(C)NC(C)(C)C1
-3	Cc1cc(C)cc(OCCn2c(CN(C)C(=O)c3ccco3)nc3ccccc32)c1
4	Cc1ccccc1OCCN(C)C(=O)Cc1c[nH]c2ccccc12
u	O=C(CNc1ccc(Br)cc1)N(C1CCCCC1)C1CCS(=O)(=O)C1 (stereo not drawn)
-1	Cc1cc(C)cc(S(=O)(=O)N2CCN(c3nc(-c4cccs4)nc4ccccc34)CC2)c1
-4	Cc1cccc(Oc2ccc(NC(=O)c3ccc4c(c3)NC(=O)CS4)cc2)c1
2	O=C(Nc1ccccc1Br)c1cnn2c(C(F)F)cc(C3CC3)nc12
-4	CC1CCC(N2CCC(=O)CC2)CC1 (stereo not drawn)
1	Cc1ccccc1Cn1c(NC(C)CCO)nc2c1c(=O)n(C)c(=O)n2C (stereo not drawn)
7	N#C/C(=C\c1ccc(OCc2ccc(Cl)c(Cl)c2)cc1)C(=O)c1ccccc1
3	CCc1ccccc1N1C(=O)c2sc3nc(C)cc(COC)c3c2NC1C (stereo not drawn)
-1	CCCCN1C(=O)c2ccccc2C1=O
15	CC1CCCN(S(=O)(=O)N(C)Cc2ccc3c(c2)OCCO3)C1 (stereo not drawn)
3	COc1ccc(Cl)cc1NC(=O)c1ccc(F)c(S(=O)(=O)N2CCCC2)c1
-1	CCN(CC)C(=O)Cc1nc(-c2cccs2)oc1C
1	COc1ccc(S(=O)(=O)N2CCc3ccccc32)cc1C(=O)N1CCN(c2ccncc2)CC1
10	CCNC(=O)NC(=O)C(C)Sc1nc2ccccc2o1 (stereo not drawn)
-7	O=C(O)c1cc2c(c(S(=O)(=O)Nc3cc(Cl)ccc3F)c1)CCC2
4	CCCNC(=O)CN(C)C(=O)CCCc1c[nH]c2ccccc12
-3	COc1ccc(Oc2coc3cc(OC(=O)c4ccc(OC)c(OC)c4)ccc3c2=O)cc1
2	CC(C)N1C(=O)C(NC(=O)C(=O)NCCc2c[nH]c3ccc(Cl)cc23)c2ccccc21 (stereo not drawn)
17	CC(C)N1C(=O)C(Cc2nc3ccccc3c(=O)n2C)c2cc(Br)ccc21 (stereo not drawn)

Entries shown so far that contain a furan ring, fused or not, in the order listed:
LDHA block	compound
7	Cc1ccc(NCCC(=O)c2cc3ccccc3o2)cc1Br
-3	Cc1cc(C)cc(OCCn2c(CN(C)C(=O)c3ccco3)nc3ccccc32)c1

Next part:
LDHA block	compound
1	CNC(=O)CN(Cc1ccccc1F)S(=O)(=O)c1ccc(C)cc1
-19	COc1ccc(NC(=O)C2CC(=O)N(C3CCCC3)C2)cc1S(=O)(=O)N1CCCCC1 (stereo not drawn)
8	CC(=O)c1ccccc1NC(=O)c1ccc2ccccc2n1
10	CN(C)S(=O)(=O)c1ccc2oc(SC(C(=O)N3CCCC3)c3ccccc3)nc2c1 (stereo not drawn)
-1	O=C(O)C1C2C=CC(C2)C1C(=O)Nc1ccccc1C(F)(F)F (stereo not drawn)
1	O=C(CCc1ncc(-c2ccccc2Cl)o1)Nc1ccc(F)cc1
u	CCN1CCN(c2oc(-c3ccc(F)cc3)nc2C#N)CC1
9	CCC(NCc1ccc(C(N)=O)cc1)c1ccc(Cl)cc1 (stereo not drawn)
-1	CCN1CCN(c2oc(COc3ccc(OC)cc3)nc2C#N)CC1
0	CCSC1=N/C(=C\c2ccccc2OC)C(=O)S1
-11	Cc1nc(N(C)C)ncc1C(=O)NCc1ccccc1Cl
18	CCOc1ccccc1OCCC(=O)Nc1cccc2cccnc12
-1	COc1ccc(Nc2nc(-c3ccc([N+](=O)[O-])cc3)nc3ccccc23)cc1
3	COc1ccccc1-c1ncn(Cc2cccc(-c3ccccc3)c2)c1-c1cc(C)cc(C)c1
u	CCOc1ccc(/C=C/C(=O)c2cccc(Br)c2)cc1OC
-2	COc1ccc(CNC(=O)c2ccccc2OC(F)F)cc1C(=O)O

An excerpt of these results, field by field:
> CCSC1=N/C(=C\c2ccccc2OC)C(=O)S1
- LDHA block: 0

> Cc1nc(N(C)C)ncc1C(=O)NCc1ccccc1Cl
- LDHA block: -11

More results.
LDHA block	compound
-2	Cc1sc(NC(=O)Cc2ccccc2)c(C#N)c1C
-9	COc1ccc(-c2nc(-c3ccc(S(=O)(=O)N4CCCC4)cc3)cs2)cc1
8	COc1ccc(-c2c(C)c3ccc(OCC(=O)OC(C)C)cc3oc2=O)cc1
2	Cc1ccc2c(C)c(C(=O)N(Cc3cccc(Br)c3)C3CCS(=O)(=O)C3)oc2c1 (stereo not drawn)
-3	CCCCn1nnnc1C(c1cc2ccccc2o1)N1CCN(c2ncccc2C#N)CC1 (stereo not drawn)
5	O=C(CSc1ccccc1F)c1ccc2c(c1)OCCO2
6	CCn1c2c(c(=O)[nH]c1=O)C(c1ccc(C(=O)O)cc1)C1=C(N2)c2ccccc2C1=O (stereo not drawn)
0	CCNC(=S)NNC(=O)C(C)C
-7	Cc1ccccc1OCCC(=O)OCC(=O)Nc1ncc(Cl)cc1Cl
8	O=C(c1cc2cc(Br)ccc2o1)c1ccc(F)cc1F
2	Cc1ccc(Nc2ccc(N3CCN(S(=O)(=O)c4ccc(Cl)c(Cl)c4)CC3)nn2)cc1
13	CC1(C)C/C(=N/O)C=CO1
1	CCCCCCCCN1C(=O)[C@H](CC(=O)NCc2cccc3ccccc23)C[C@@]2(C(=O)OCC)CCC=C12
23	CCOc1ccc(C2c3c(ncn(-c4ccccc4)c3=N)Oc3ccc4ccccc4c32)cc1OCC (stereo not drawn)
-7	Cc1ccc(C(=O)NCCc2nc3cc(NC(=O)c4ccccc4C)ccc3n2C)cc1F
-4	CC(C)C(NC(=O)c1ccc(Cl)cc1)C(C)C

Molecules above that have a COOH group:
LDHA block	compound
0	CC(C)c1nnc2ccc(SCC(=O)O)nn12
4	CC(Sc1ccccc1Cl)C(=O)O (stereo not drawn)
-7	O=C(O)c1cc2c(c(S(=O)(=O)Nc3cc(Cl)ccc3F)c1)CCC2
-1	O=C(O)C1C2C=CC(C2)C1C(=O)Nc1ccccc1C(F)(F)F (stereo not drawn)
-2	COc1ccc(CNC(=O)c2ccccc2OC(F)F)cc1C(=O)O
6	CCn1c2c(c(=O)[nH]c1=O)C(c1ccc(C(=O)O)cc1)C1=C(N2)c2ccccc2C1=O (stereo not drawn)

Next records follow.
LDHA block	compound
-5	CCOCCn1c(CN2CCN(C(=O)OCC)CC2)nc2c1c(=O)[nH]c(=O)n2C
7	CCN(CC)C(=O)C1=C(C)NC(=O)NC1c1ccc(C(=O)OC)cc1 (stereo not drawn)
4	CC1CCCC(NC(=O)c2cc(-c3ccccc3)nc3ccccc23)C1C (stereo not drawn)
0	COCCN(Cc1cccs1)C(=O)COc1ccc2c(C)cc(=O)oc2c1

The list is partial; count on the stated rates, not on these rows.
